TEAD-YAP inh: TEAD-YAP interaction inhibition | HEK-TIYL cells, TEAD-Gal4/YAP UAS-luciferase luminescence | 640,000 tested, 1.4% active | inhibition, % at 9.12 µM; in the data active = inhibition above about 32%;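 also: 0% = median of test compound wells and 100% = reference inhibitor wells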
FBW7 activator: human FBW7 E3 ligase activation, primary screen | AID 1259310 | AlphaScreen FBW7–phospho-cyclin E peptide binding, activator screen | 650,000 tested, 0.13% active | normalized activity (activation), % at 26.1 µM | Q969H0; in the data active = normalized activity above about 1.9%;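 also: purified mutant Fbw7 with reduced substrate affinity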
Target sequence (Q969H0 whole entry, looked up): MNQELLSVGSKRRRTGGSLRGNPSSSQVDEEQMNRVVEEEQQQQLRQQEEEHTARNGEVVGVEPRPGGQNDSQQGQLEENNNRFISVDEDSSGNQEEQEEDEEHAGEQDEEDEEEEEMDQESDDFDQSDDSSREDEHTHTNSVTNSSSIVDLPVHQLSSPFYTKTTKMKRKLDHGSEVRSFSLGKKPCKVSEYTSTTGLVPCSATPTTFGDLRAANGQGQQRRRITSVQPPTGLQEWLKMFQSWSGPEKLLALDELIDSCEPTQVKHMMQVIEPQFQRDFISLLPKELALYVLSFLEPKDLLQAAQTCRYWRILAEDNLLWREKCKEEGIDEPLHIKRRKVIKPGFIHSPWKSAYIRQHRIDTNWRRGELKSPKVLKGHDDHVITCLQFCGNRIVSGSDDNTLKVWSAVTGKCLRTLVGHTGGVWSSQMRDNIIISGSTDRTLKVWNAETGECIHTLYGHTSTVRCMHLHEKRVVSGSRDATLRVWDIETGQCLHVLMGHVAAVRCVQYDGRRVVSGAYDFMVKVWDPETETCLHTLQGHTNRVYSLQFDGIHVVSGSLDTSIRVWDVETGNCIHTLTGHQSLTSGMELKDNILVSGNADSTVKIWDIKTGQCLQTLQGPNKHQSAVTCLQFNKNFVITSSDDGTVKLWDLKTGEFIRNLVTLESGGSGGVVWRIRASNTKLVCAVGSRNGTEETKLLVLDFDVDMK
GPR151 activ: activates the human receptor GPR151; PathHunter beta-arrestin GPR151 cells, luminescence; 650,000 tested, 1% active; activation, % at 11.2 µM; Q8TDV0; AID 1508602; in the data active = activation above about 4.9%;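 also: 0% = median of compound wells and 100% = cells with positive control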
Target sequence (Q8TDV0 whole entry, looked up): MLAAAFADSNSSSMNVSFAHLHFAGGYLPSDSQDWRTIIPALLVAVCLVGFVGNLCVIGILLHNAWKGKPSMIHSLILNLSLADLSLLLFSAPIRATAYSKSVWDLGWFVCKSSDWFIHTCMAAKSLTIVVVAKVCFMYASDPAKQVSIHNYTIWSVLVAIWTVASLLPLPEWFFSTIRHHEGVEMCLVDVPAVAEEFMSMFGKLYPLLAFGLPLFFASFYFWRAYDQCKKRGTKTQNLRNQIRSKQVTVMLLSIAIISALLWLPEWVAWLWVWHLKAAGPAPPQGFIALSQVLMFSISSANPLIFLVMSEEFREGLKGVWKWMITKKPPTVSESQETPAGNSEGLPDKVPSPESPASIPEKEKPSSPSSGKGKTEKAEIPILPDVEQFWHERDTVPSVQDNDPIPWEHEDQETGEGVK
MITF inh: human MITF inhibition, primary screen | O75030 | AlphaScreen MITF homodimerization, bead proximity signal | inhibition, % at 2.6 µM | 650,000 tested, 0.91% active | AID 1259374; in the data active = inhibition above about 50%;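 also: 0% = vehicle wells with protein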
* = called active by the depositor.

Values run as follows: TEAD-YAP inh	FBW7 activator	GPR151 activ	MITF inh
COc1ccc(C(=O)/C=C/c2ccc(OC)c(CN3CCOCC3)c2)cc1
 : -11	0.0	0.9	-1
O=C(NC1(C(=O)Nc2ccc(Br)cc2)CCCCC1)c1cccc(O)c1
 : 9	0.0	5.5*	4
CCOc1coc(C(=O)Nc2cc(C)ccc2OC)cc1=O
 : -4	0.0	-0.8	13
CC(=O)Nc1cccc(OCC(O)Cn2cnc3ccccc32)c1 (stereo unspecified)
 : -4	0.1	0.5	2
CCCCC(=O)N1c2ccccc2NC2=C(C(=O)CC(C)(C)C2)C1c1ccc(Cl)c(Cl)c1 (stereo unspecified)
 : -5	-0.1	-0.1	-4
CC(C)(C)c1ccc(CNC(=O)C2CCCN2C(=O)Nc2ccccc2)cc1 (stereo unspecified)
 : 8	0.0	0.0	21
CCCC(=O)c1ccc(N2CCN(C(=O)c3ccc(Cl)cc3Cl)CC2)c(F)c1
 : -9	0.2	0.7	-8
CN(Cc1ccccc1)C(=C(Cl)Cl)/C(=C1/NCCN1C)[N+](=O)[O-]
 : -14	-0.2	0.9	-6
COc1ccc(C)cc1S(=O)(=O)N1CCCC(N(C)CCc2ccccc2)C1 (stereo unspecified)
 : -1	0.0	-1.3	16
CC(=O)Nc1ccc(Nc2ccccc2)cc1
 : -9	0.0	-0.2	3
C[C@@H]1NC(=O)[C@@H]2C[C@H](NC(=O)Nc3ccc(F)cc3)CN2C1=O
 : 0	0.2	-0.6	16
COCCNC(=O)C(NC(=O)c1ccc([N+](=O)[O-])cc1)C12CC3CC(CC(C3)C1)C2 (stereo unspecified)
 : 6	-0.1	-0.1	-6
CC1CN(CCC(=O)N2CCCC2c2ccc(F)cc2)Cc2ccccc2O1 (stereo unspecified)
 : 5	-0.1	-0.9	9
CC(C)C(NC(=O)c1ccccc1)C(=O)OCC(=O)Nc1sc2c(c1C#N)CCCC2 (stereo unspecified)
 : 4	0.0	0.5	5
O=C(Nc1cccnc1)c1ccc(N2CCCCC2)c([N+](=O)[O-])c1
 : -37	-0.1	1.9	6
CC(OC(=O)CC(c1ccccc1)c1ccccc1)C(N)=O (stereo unspecified)
 : -3	0.1	1.1	1
Cc1cccn2cc(CNC(=O)c3ccc(Cl)cc3)nc12
 : 4	0.0	-0.2	10
O=C(Cn1cc2c(n1)CCCC2)N1CCc2ccccc2C1
 : 8	0.1	-0.1	11
Cc1ccc(S(=O)(=O)N2CCN(C(=O)CN3CCOCC3)C2C(C)C)cc1 (stereo unspecified)
 : 3	-0.1	0.6	-4
CCOC(=O)c1[nH]c2ccc([N+](=O)[O-])cc2c1-c1ccccc1
 : -8	-0.2	-0.8	-2
COC(=O)C1=C(C)N=c2s/c(=C/c3ccc(N(C)C)cc3)c(=O)n2C1c1ccc(OC(C)=O)cc1 (stereo unspecified)
 : -4	0.1	1.4	3
C/C(=N/NC(=O)CNc1ccccc1)c1ccc(C)cc1
 : 2	0.1	0.9	3
O=C(C[n+]1ccccc1)Nc1noc2ccccc12
 : 5	0.0	-1.4	10
O=C(O)c1cc(NC(=O)c2ccc(Cl)c(Cl)c2)cc(C(=O)O)c1
 : 8	-0.1	1.8	6
O=C(COc1ccc2ccccc2c1)Nc1cccc([N+](=O)[O-])c1
 : -2	-0.1	-0.1	2
CC(=O)NCCNC(=O)c1oc2c(ccc3ccccc32)c1C
 : 13	-0.1	3.2	-8
O=C(CN(c1ccc(F)cc1)S(=O)(=O)c1ccccc1)Nc1cccc2cccnc12
 : 4	0.1	-0.2	3
CC(C)C[C@@H](NC(=O)[C@H](Cc1ccccc1)NC(=O)c1cnccn1)B(O)O
 : 62*	-0.1	2.0	-8
C/C(CCc1ccc2c(c1)OCO2)=N\N=C(/C)CCc1ccc2c(c1)OCO2
 : 4	0.5	-3.1	3
CCOc1ccccc1CN(CCc1ccc2c(c1)OCO2)Cc1ccc(OC)c(OC)c1
 : -1	0.1	-0.5	14
COc1ccc(NC(=O)Cn2c(-c3cccc(C)c3)nc3ccccc3c2=O)cc1OC
 : -7	-0.1	1.3	-9
O=C1CCCC/C1=C/Nc1ccc2[nH]ncc2c1
 : -10	-0.2	0.2	-2
CCN(/C=N/c1sc2c(c1C#N)CCCCC2)CC
 : -46	0.1	1.1	16
FC(F)(F)c1ccc(Cn2cnc3c(NCc4cccnc4)nc(Nc4ccccc4)nc32)cc1
 : 5	0.3	-1.6	-8
COCCn1c(=NC(=O)CN2C(=O)CCC2=O)sc2cc(S(N)(=O)=O)ccc21
 : -5	0.2	-0.4	-7
O=C1OC(/C=C\c2cccc([N+](=O)[O-])c2)=NC/1=C/c1ccccc1F
 : 0	0.1	2.3	-9
O=C(Nc1ccccc1Cl)c1cnn2ccccc12
 : -20	0.1	-3.4	3
O=C(COc1ccccc1F)Nc1nccs1
 : -1	-0.1	-8.1	6
COc1cc2c(cc1OC)C(COc1cc(C)cc(C)c1)N(C(=O)C(C)C)CC2 (stereo unspecified)
 : -8	0.2	-1.0	-16
COc1ccc(-c2nc(-c3ccc(OC)c(C)c3OC)[nH]c2-c2ccc(OC)cc2)cc1
 : -4	-0.2	1.2	14
CS(=O)(=O)N(CC(=O)Nc1cccc(C(F)(F)F)c1)c1cccc2ccccc12
 : 9	0.1	0.1	6
N#Cc1c2n(c3c(=O)n(Cc4ccccc4Cl)cnc13)CCCC2
 : -7	0.0	0.3	4
CCCN(CCC)C(=O)CSc1nc2nc(C)c(Cc3cc(C)ccc3C)c(C)n2n1
 : -1	-0.1	0.1	2
COc1cccc(-c2noc(CCC(=O)Nc3ccccc3Cl)n2)c1
 : -20	-0.1	-2.0	-6
CN(C)CCNC(=O)c1csc2c1CCCC2
 : 4	0.3	-1.7	4
NC(=O)C1CCN(CC(=O)Nc2ccc(Br)cc2F)CC1
 : 2	0.5	-2.1	10
COC(=O)C1=C(N)N(c2ccc(F)cc2)C2=C(C(=O)CC(C)(C)C2)C1c1ccc2c(c1)OCO2 (stereo unspecified)
 : -13	0.1	-0.3	-2
C#CCn1c(=NC(=O)c2ccccc2[N+](=O)[O-])sc2cc(S(N)(=O)=O)ccc21
 : -2	-0.1	1.2	-4
CC(C)(C)c1nc(SCC(=O)Nc2nccs2)c2ccccc2n1
 : 0	1.3	1.3	6
CCc1ccc(N(CC(=O)Nc2c(C)n(C)n(-c3ccccc3)c2=O)S(C)(=O)=O)cc1
 : 9	0.1	1.9	10

Next records:
Values run as follows: TEAD-YAP inh	FBW7 activator	GPR151 activ	MITF inh
COc1cccc(NS(=O)(=O)c2cc(C(=O)N3CCN(Cc4ccccc4)CC3)ccc2NCc2ccccc2OC)c1
 : -9	-0.1	1.0	8
O=C(Nc1ccc(-c2nnn(CC(=O)N3CCOCC3)n2)cc1)c1ccccc1F
 : -24	0.0	0.5	-4
COC(=O)Cn1c(=NC(=O)c2ccccc2Cl)sc2cc(S(N)(=O)=O)ccc21
 : 0	0.0	1.9	5
CCOC(=O)c1c(C)oc2c1c(CN1CCOCC1)c(O)c1ccccc12
 : -61	-0.2	0.6	-1
COc1cc(O)c(C)c(O)c1
 : -4	0.1	-2.3	14
Cc1nn(CCCC(=O)Nc2sc3c(c2C#N)CCC(C)C3)c(C)c1[N+](=O)[O-] (stereo unspecified)
 : -3	0.0	-0.4	-7
COCCn1c(C)cc(O)c(C(c2ccccn2)N2CCN(c3ccccn3)CC2)c1=O (stereo unspecified)
 : 6	0.2	0.2	21
COCCn1c(=NC(=O)c2ccc(OC)cc2)sc2cc([N+](=O)[O-])ccc21
 : -3	-0.2	-1.2	6
N[C@@H](Cc1ccc(Cl)cc1)c1nc2ccc(-c3cn[nH]c3)cc2c(=O)[nH]1
 : 86*	-0.5	-1.4	13
CCOc1ccc2oc(C(=O)NC3CC(C)(C)NC(C)(C)C3)c(C)c2c1
 : 14	-0.1	2.8	-6

Structural class: those above containing an aryl thioether with sulfur outside any ring
Values run as follows: TEAD-YAP inh	FBW7 activator	GPR151 activ	MITF inh
CCCN(CCC)C(=O)CSc1nc2nc(C)c(Cc3cc(C)ccc3C)c(C)n2n1
 : -1	-0.1	0.1	2
CC(C)(C)c1nc(SCC(=O)Nc2nccs2)c2ccccc2n1
 : 0	1.3	1.3	6

Back to the main list with the 2 entries that preceded the break.
Values run as follows: TEAD-YAP inh	FBW7 activator	GPR151 activ	MITF inh
N[C@@H](Cc1ccc(Cl)cc1)c1nc2ccc(-c3cn[nH]c3)cc2c(=O)[nH]1
 : 86*	-0.5	-1.4	13
CCOc1ccc2oc(C(=O)NC3CC(C)(C)NC(C)(C)C3)c(C)c2c1
 : 14	-0.1	2.8	-6
CCCn1cc(CN2CCCC(N3CCN(c4ccccc4OC)CC3)C2)c(C)n1 (stereo unspecified)
 : 3	0.3	-1.0	15
Cc1ccc(NC(=O)/C=C/C(=O)O)c(NC(=O)c2ccccc2)c1
 : 2	0.1	-0.9	14
O=C(NNc1ccccc1)c1cccc([N+](=O)[O-])c1
 : 6	0.0	-0.5	-3
CC(C)(NC(=O)c1ccccc1[N+](=O)[O-])c1ccncc1
 : 3	-0.1	3.0	10
CCCCOc1ccc(C2C(C#N)=C(N)OC3=C2C(=O)CC(C)(C)C3)cc1OC (stereo unspecified)
 : -8	-0.1	0.2	-4
CC1(C)CC(=O)C2=C(C1)OC(N)=C(C#N)C2c1cc([N+](=O)[O-])ccc1Cl (stereo unspecified)
 : 8	0.0	-0.1	5
CC(O)CSc1nc2c(c(=O)[nH]c(=O)n2C)n1CC(O)COc1ccccc1 (stereo unspecified)
 : 4	-0.1	0.2	5
CC1CCCC(NC(=O)C2N(Cc3ccccc3F)C(=O)C3C(C(=O)Nc4cccc(Cl)c4)C4C=CC32O4)C1C (stereo unspecified)
 : -7	-0.1	0.7	-2
CC(C)c1cc(C(=O)O)n[nH]1
 : -6	-0.3	0.7	1
CCC(Oc1ccccc1)C(=O)Nc1cccc(F)c1 (stereo unspecified)
 : 1	-0.1	-0.3	-10
Cc1c(C(=O)Nc2nnc(-c3ccccc3)s2)cccc1[N+](=O)[O-]
 : 8	0.1	-0.1	16
Cc1cc2c(cc1C)C(c1ccsc1)CC(=O)N2 (stereo unspecified)
 : -3	-0.1	1.5	-6
CCCc1cc(=O)[nH]c(SCC(=O)NC2CCCC2)n1
 : 2	-0.1	1.1	0
CC(=O)N1CCc2cc(S(=O)(=O)N3CCN(C)CC3)ccc21
 : 1	0.1	2.2	-8
Cc1nnc(NC(=O)CSc2nnc(NC(=O)C3CCC3)s2)s1
 : -5	-0.1	-0.8	3
O=C(c1ccccc1)N1CCC(N2CCN(c3ccccc3)CC2)CC1
 : 3	0.1	0.2	79*
COc1ccc(OCCCC(=O)Nc2cccc([N+](=O)[O-])c2)cc1
 : -2	0.0	0.7	15
O=c1oc2ccc(Br)cc2cc1P(=O)(O)O
 : 8	-0.1	0.1	-9
Cc1ccc2c(C)nc(N3CCCC(NCc4cccs4)CC3)nc2c1 (stereo unspecified)
 : -7	-0.7	-1.8	-15
CCOc1ccc(N2C(=O)CC(Sc3nc(O)c(CC)c(=O)[nH]3)C2=O)cc1 (stereo unspecified)
 : 8	0.1	0.9	17

Sorted by SMILES length (rising): some entries from above.
Values run as follows: TEAD-YAP inh	FBW7 activator	GPR151 activ	MITF inh
COc1cc(O)c(C)c(O)c1
 : -4	0.1	-2.3	14
NC(=O)C1CCN(CC(=O)Nc2ccc(Br)cc2F)CC1
 : 2	0.5	-2.1	10
Cc1nnc(NC(=O)CSc2nnc(NC(=O)C3CCC3)s2)s1
 : -5	-0.1	-0.8	3
CN(Cc1ccccc1)C(=C(Cl)Cl)/C(=C1/NCCN1C)[N+](=O)[O-]
 : -14	-0.2	0.9	-6
O=C1OC(/C=C\c2cccc([N+](=O)[O-])c2)=NC/1=C/c1ccccc1F
 : 0	0.1	2.3	-9
N[C@@H](Cc1ccc(Cl)cc1)c1nc2ccc(-c3cn[nH]c3)cc2c(=O)[nH]1
 : 86*	-0.5	-1.4	13
CC1(C)CC(=O)C2=C(C1)OC(N)=C(C#N)C2c1cc([N+](=O)[O-])ccc1Cl (stereo unspecified)
 : 8	0.0	-0.1	5

New compounds follow
Values run as follows: TEAD-YAP inh	FBW7 activator	GPR151 activ	MITF inh
Cc1ccc(CNC(=O)C2CCC(=O)N2C(C)C)cc1 (stereo unspecified)
 : 5	-0.2	-0.1	49
CCCn1c(CCl)nc2cc(S(=O)(=O)N(C)C)ccc21
 : 4	0.3	0.8	10
COC(=O)CN1Cc2ccccc2C1=O
 : 1	0.1	-0.4	13
COc1ccc(-c2ccc(OCCN3CCCCC3)nc2)cc1
 : 3	-0.4	0.0	5
N#C/C(=C/c1cccnc1)c1nnc2n1CCCCC2
 : 0	0.0	0.5	-3
CC1CN(C(=O)N2CCC(C(=O)NCc3ccccc3Cl)CC2)c2ccccc2O1 (stereo unspecified)
 : 2	0.9	-3.3	12
CC1(C)CC(=O)C2=C(C1)Nc1ccccc1NC2c1cccc(F)c1 (stereo unspecified)
 : 11	0.2	-1.1	4
C/C=C/Cn1c(=S)[nH]c2c1c(=O)[nH]c(=O)n2C
 : 1	0.3	-0.1	19
Cc1ccc(Nc2nc(N3CCCC3)nc3c2cnn3C)cc1
 : -6	0.0	1.1	-2
COC(=O)C1=C(N)OC2=C(C(=O)CC(c3ccccc3)C2)C1c1cccc(Cl)c1Cl (stereo unspecified)
 : 5	0.1	1.6	-5
O=C(COc1ccc(Br)cc1)N/N=C/c1ccc(Br)o1
 : 7	0.1	0.1	-16
Cc1ccc(S(=O)(=O)n2cc([N+](=O)[O-])cn2)cc1
 : 2	0.0	-0.2	-16
CC(=O)c1cccc(-c2ncc(C)c(NC3CCN(Cc4ccccc4)CC3)n2)c1
 : -3	0.1	0.0	11

Screening results deposited in PubChem by The Scripps Research Institute Molecular Screening Center.

This is a random part of the collection. Share with any hit: about 3.4%.
